TAG inh – inhibitors of triacylglycerol accumulation; inhibition, % at 12.5 µM; 230,000 compounds, 0.66% hits; AID 651582; H9c2 cells, Nile Red lipid (TAG) fluorescence; cells loaded with 200 µM oleic acid;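 active = pattern-corrected inhibition of lipid staining of at least 50% with the nuclear-stain viability signal not falling by more than 50%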;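 note: 0% = DMSO wells and 100% = triacsin C control wells; some results filed as inactive read as strong as hits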
TAG inh DAPI viability – further read-out of TAG inh, marked with its call; DAPI nuclei signal change (viability), lower = more cytotoxic, %;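 whole-well DAPI fluorescence read on a plate reader as a viability signal; minus 50 percent equals half of cells still viable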
The depositor's hits bear a star. This is a subset. The share of hits here may be higher or lower than overall.

SMILES | TAG inh | TAG inh DAPI viability
Cn1nc(C(F)(F)F)c(C#N)c1N1CCN(c2ccc(F)cc2)CC1 | -10 | -4
CC1(C)C[C@@H](O)CC2(C1)C[C@]1(C)CC(O)[C@H]2C(C)(C)C1 (stereo not given in full) | -26 | 10
COc1cc(/C=C/C(=O)OCC(=O)NCc2ccc3c(c2)OCO3)cc(OC)c1OC | -7 | -6
CN(C)S(=O)(=O)c1cccc(C(=O)OCC(=O)Nc2ccc3c(c2)OCCO3)c1 | 6 | -2
COc1ccc(N2CC(C)Cn3c2nc2c3c(=O)n(Cc3ccccc3)c(=O)n2C)c(OC)c1 (stereo not given) | 6 | 2
CC(=O)Nc1cccc(NC(=O)NC2CC(=O)N(c3ccc4c(c3)OCCO4)C2)c1 (stereo not given) | -3 | -1
CCCCCCC#Cc1ccc2c(c1)COc1c3ccccc3nn1-2 | 10 | -4
Cc1nnc(SCC(=O)N(CC(C)C)c2c(N)n(CC(C)C)c(=O)[nH]c2=O)n1-c1ccccc1 | 0 | -2
N#CCC(=O)N/N=C/c1coc2ccccc2c1=O | 7 | -7
COc1cc(/C=N/NC(=O)c2ccc(Cn3cc([N+](=O)[O-])cn3)o2)cc(Br)c1O | -2 | -1

Random excerpt: 4 records from the list
SMILES | TAG inh | TAG inh DAPI viability
CC(=O)Nc1cccc(NC(=O)NC2CC(=O)N(c3ccc4c(c3)OCCO4)C2)c1 (stereo not given) | -3 | -1
N#CCC(=O)N/N=C/c1coc2ccccc2c1=O | 7 | -7
COc1cc(/C=N/NC(=O)c2ccc(Cn3cc([N+](=O)[O-])cn3)o2)cc(Br)c1O | -2 | -1
Cc1nnc(SCC(=O)N(CC(C)C)c2c(N)n(CC(C)C)c(=O)[nH]c2=O)n1-c1ccccc1 | 0 | -2

Entries listed so far containing a cyano group, in the order listed:
SMILES | TAG inh | TAG inh DAPI viability
Cn1nc(C(F)(F)F)c(C#N)c1N1CCN(c2ccc(F)cc2)CC1 | -10 | -4
N#CCC(=O)N/N=C/c1coc2ccccc2c1=O | 7 | -7

More records follow:
SMILES | TAG inh | TAG inh DAPI viability
CCOC(=O)c1c(CN2CCC(C)CC2)n(C)c2cc(Br)c(OC)cc12 | -2 | 18
COC(=O)c1ccc(/C=N/N2C(C)CCCC2C)cc1 (stereo not given) | 2 | 4
COc1ccccc1C(=O)Nc1cccc2nc(C)ccc12 | -21 | -2
COc1cccc(C(=O)NCC(=O)OCc2ccc(F)cc2Cl)c1 | 9 | -2
Cc1cc2nnc(SCC(=O)N(C)C3CCS(=O)(=O)C3)n2c2ccccc12 (stereo not given) | 10 | -8
CC(OC(=O)C1CCN(S(=O)(=O)c2ccc(C(C)(C)C)cc2)CC1)C(=O)N(C)C1CCCCC1 (stereo not given) | -31 | 4
COc1ccc(N2CCN(Cc3cc(=O)oc4cc(-c5ccccc5)c(O)cc34)CC2)cc1 | -53 | -8
COCCN(C(=O)COC(=O)CC(C)c1ccccc1)c1c(N)n(Cc2ccccc2)c(=O)[nH]c1=O (stereo not given) | -13 | -3
COC(=O)C(CCSC)NC(=O)CNS(=O)(=O)c1ccc(Br)cc1 (stereo not given) | 5 | 9
CN(c1ccccc1)S(=O)(=O)c1cccc(NC(=O)C2CC(=O)N(Cc3ccccc3)C2)c1 (stereo not given) | 6 | -11
CCCCn1c(N)c(N(CC(C)C)C(=O)CSCC(=O)Nc2cccc(C)c2)c(=O)[nH]c1=O | -1 | -5
CC(C)(C)C(=O)NCc1ccc(C(=O)CSc2nnc(C3CC3)n2C2CC2)s1 | 4 | 10
CC(=O)Nc1ccc(SCCN2CC[C@@H](O)CCC2=O)cc1 | -3 | 5
CCCCCc1cc(=O)oc2c(C(CCN3CCCC(C)C3)c3ccc(N(C)C)cc3)c(OC)cc(OC)c12 (stereo not given) | 107* | -24*
COc1ccc(COC(=O)C2=C(C)NC(=O)NC2c2cccc(OC)c2OC)cc1 (stereo not given) | -4 | -4
CC(=O)N1CCc2cc(S(=O)(=O)NC(CC(C)C)C(=O)Nc3ccc4c(c3)OCCO4)ccc21 (stereo not given) | 21 | -12
O=C(CN1C(=O)C2CC=CCC2C1=O)Nc1nnc(SCc2c(Cl)cccc2Cl)s1 (stereo not given) | -3 | -9
C[C@H](O)C#Cc1cnc2c(c1)C(=O)N([C@H](C)CO)C[C@@H](C)[C@@H](CN(C)Cc1ccc(-c3ccccc3)cc1)O2 | 20 | 3
O=C(CCOc1ccccc1)NCc1ccccc1 | -5 | 18
CCOC(=O)N1CCN(C2CCCN(C(=O)c3ccccc3N(C)C)C2)CC1 (stereo not given) | -1 | 7
CCCCOc1ccc(S(=O)(=O)NC(=O)C2(C)CCN2C(=O)Cc2ccccc2Cl)cc1 (stereo not given) | 2 | -5
COc1cc(NC(C)CCc2ccccc2)cc(OC)c1OC (stereo not given) | 22 | 17
O=C(NCCc1cccs1)C1CC(c2cccc([N+](=O)[O-])c2)=NO1 (stereo not given) | -28 | -3
Cc1ccc(NC(=O)C(=O)NCCN2CCN(S(C)(=O)=O)CC2)cc1 | -8 | 5
COc1ccc2c(c1)c(=O)cc(C)n2CC(=O)NCc1ccco1 | 2 | -6
CCOC(=O)c1c(N)sc2c1CCC(C)C2 (stereo not given) | 4 | -1
N#C/C(=C\c1ccc(OCCN2CCOCC2)cc1)C(=O)Nc1ccc(S(N)(=O)=O)cc1 | 11 | -3
COc1ccc(/C(O)=C2/C(=O)C(=O)N(Cc3cccnc3)C2c2ccco2)cc1OC (stereo not given) | -10 | 1
Cc1ccc(C2CCN(C(=S)Nc3cccc(Cl)c3)C2)cc1 (stereo not given) | 1 | 2
O=C(CCN1CCCCC1)NNC(=S)NC(=O)c1ccc(Br)cc1 | 11 | -6

Some values from the results shown.
CCCCOc1ccc(S(=O)(=O)NC(=O)C2(C)CCN2C(=O)Cc2ccccc2Cl)cc1 (stereo not given) in TAG inh DAPI viability = -5
COc1ccc2c(c1)c(=O)cc(C)n2CC(=O)NCc1ccco1 in TAG inh DAPI viability = -6

(listing goes on)
SMILES | TAG inh | TAG inh DAPI viability
COc1ccc(S(=O)(=O)N2CCCC(C(=O)NCc3ccncc3)C2)cc1 (stereo not given) | -14 | -7
Cc1cc(-c2nnc(SCC(=O)Nc3ccccn3)o2)no1 | -5 | -1
O=C(c1ccc(Br)s1)N1CCN(c2ccccn2)CC1 | 0 | 0
COc1cc(CN2CCCC(CO)(Cc3ccccc3)C2)ccc1O (stereo not given) | -11 | 56
Cc1cc(C2C(=O)NC(=O)C2=O)c(C)cc1Br (stereo not given) | 14 | -3
O=C(N=Nc1c(O)[nH]c2ccccc12)c1cc(-c2cccs2)[nH]n1 | 8 | -6
O=C(O)CP(=O)(c1ccccc1)c1ccccc1 | -30 | 15
COc1ccc(CCNC(=O)c2cnccn2)cc1 | -9 | 3
Cc1ccc(C(=O)c2c3ccccc3[n+]([O-])n2CCC(N)=O)cc1 | 3 | 2
Cc1ccc(NS(=O)(=O)c2ccc(C(=O)N3CCCCCCC3)cc2)cc1 | -47 | -6
Cc1onc(-c2ccccc2)c1CNC(=O)Nc1ccc(C(F)(F)F)cc1 | 5 | -14
CCC(C)C(NC(=O)c1ccccc1NC(=O)c1ccccc1)C(=O)O (stereo not given) | 10 | -5
COc1ccccc1NC(=O)COC(=O)c1cc(C)nc2ccccc12 | 2 | 1
COc1ccc(NC(=S)N2CCN(S(=O)(=O)c3ccccc3)CC2)cc1 | 3 | -4
O=C(Nc1nnc(-c2ccco2)o1)c1cccc2ccccc12 | -4 | -1
COC(=O)C1=C(C(=O)OC)[C@@H]2N(Cc3ccccc3)c3ccccc3[C@@]23C[C@@H](CO)N(C(=O)NC2CCCC2)C3=N1 | 0 | 2
CCC(=O)N(CCC(c1ccccc1)c1ccco1)Cc1cccs1 (stereo not given) | -26 | 13
NC(N)=NC(N)=Nc1cccc2ccccc12 | 10 | -5
Cc1cccc(C)c1OCC(=O)NC1CC1 | 7 | 0
Cc1ccc2sc(NNC(=O)c3cc(=O)c4ccccc4o3)nc2c1C | -14 | 3
CC(C)(C)n1nc2c(c1NC(=O)COc1ccc3ccccc3c1)CS(=O)C2 (stereo not given) | 3 | 10
CCc1ccc(/C=C2/SC(=S)N(CCCC(=O)Nc3ccccc3C(=O)O)C2=O)cc1 | -4 | 1
CCc1c(C)sc(NC(=O)/C=C/c2ccc3c(c2)OCO3)c1C(=O)OC | 6 | 13
COc1ccccc1-c1nnc(SCC(=O)N2CCCCC2)o1 | -2 | 2
COC(=O)C1=C(C)N(Cc2ccccc2)C(=NCc2cccc(Cl)c2)N[C@H]1c1ccccc1 | 38 | -15
O=C(CCNS(=O)(=O)c1ccccc1)N1CCN(C(c2ccccc2)c2ccccc2)CC1 | 1 | 0
COc1cccc(CN(C)C(=O)CCN=C2NS(=O)(=O)c3ccccc32)c1OC | -32 | 3
CC(C)(CNc1ccc(C(F)(F)F)cc1[N+](=O)[O-])N1CCOCC1 | 0 | 0
Cc1cc(C)n(C(N)=NC(=O)c2ccccc2)n1 | 10 | 9
O=C(COC(=O)c1ccc(S(=O)(=O)N2CCCCC2)cc1)NC1CCCCC1 | 23 | -2

An excerpt of these results, as tab-separated lines.
SMILES	TAG inh	TAG inh DAPI viability
CCc1ccc(/C=C2/SC(=S)N(CCCC(=O)Nc3ccccc3C(=O)O)C2=O)cc1	-4	1
CCc1c(C)sc(NC(=O)/C=C/c2ccc3c(c2)OCO3)c1C(=O)OC	6	13
COc1ccccc1-c1nnc(SCC(=O)N2CCCCC2)o1	-2	2
COC(=O)C1=C(C)N(Cc2ccccc2)C(=NCc2cccc(Cl)c2)N[C@H]1c1ccccc1	38	-15
O=C(CCNS(=O)(=O)c1ccccc1)N1CCN(C(c2ccccc2)c2ccccc2)CC1	1	0
COc1cccc(CN(C)C(=O)CCN=C2NS(=O)(=O)c3ccccc32)c1OC	-32	3
CC(C)(CNc1ccc(C(F)(F)F)cc1[N+](=O)[O-])N1CCOCC1	0	0

The results go on:
SMILES | TAG inh | TAG inh DAPI viability
CCC1N=C(SC)NC(C)=C1C(=O)c1ccccc1 (stereo not given) | -10 | 17
CC1(C)CC(=O)C(C2C3=C(CC(C)(C)CC3=O)Oc3ccccc32)=C(O)C1 (stereo not given) | 4 | 2
C=CCNC(=O)c1ccc2c3n(nc2c1)-c1ccccc1CO3 | -2 | 10
O=C(NCCN1CCOCC1)Nc1ccccc1 | 0 | 0
CN1CCN(C(=O)c2ccc(-c3ccccc3)cc2)CC1 | 6 | -8
CCCc1cc(=O)c2ccc(OC/C(C)=N/O)cc2o1 | -7 | -2
COc1cc(Cc2nc3ccc(S(=O)(=O)N4CCOCC4)cc3[nH]2)cc(OC)c1OC | -13 | 0
CCOc1ccc(OCCC(=O)OCC(=O)Nc2cc(OCC)c(N3CCOCC3)cc2OCC)cc1 | -3 | 5
CC(=O)Nc1ccc(S(=O)(=O)N2CCN(c3ccc([N+](=O)[O-])cc3)CC2)cc1 | -75 | 10
COc1ccc(-c2sc3ccc(OC)cc3c2-c2ccc(OCCN3CCOCC3)cc2)cc1 | -9 | 2
CSc1cc(C)c(OCC(=O)Nc2c(C)nn(C)c2C)c(C)c1 | -2 | 4
CCOc1ccccc1/C=C(\C#N)C(=O)NC1CC1 | -10 | 10
CCNC(=O)NC(=O)CN(C)c1ccccc1 | 12 | -7
Cc1cc(C)cc(NC(=S)N2CCN(c3ccc(F)cc3)CC2)c1 | -11 | 10
CCOc1ccc(C(=O)OCC(=O)NC2CCCCCCC2)cc1 | 1 | -6
CC(C)(C)OC(=O)C[C@@H]1C/C=C\C[C@H](CC(=O)N[C@@H](CO)Cc2ccccc2)C(=O)N[C@H](Cc2ccccc2)COC1=O | -2 | 0
CN(CC(=O)Nc1cccc(F)c1)C(=O)c1sccc1-c1ccccc1 | -2 | -1
CC(=O)Nc1ccc(Cl)cc1C(=O)c1ccc[nH]1 | 4 | 3
O=C(O)CC1c2ccccc2C=Cc2ccccc21 | 4 | -5
O=C(Nc1cc(S(=O)(=O)N2CCCCCC2)ccc1OCC(F)(F)F)C1CCC1 | 1 | -3
O=S(=O)(Nc1ccc(S(=O)(=O)N2CCCCC2)cc1)c1cccs1 | -2 | 2
Cn1c(=O)cc(SCC(=O)N2CCN(C(=O)c3ccco3)CC2)c2ccccc21 | 16 | -18
O=C(CC1Sc2ncnn2C1=O)Nc1ccc(Br)cc1 (stereo not given) | 4 | -17
OCC1OC(n2cnc3c(NCCc4ccccc4)ncnc32)C(O)C1O (stereo not given) | 15 | -9
COc1ccc2c(C)cc(N3CCOCC3)nc2c1 | 16 | -10
CC(C)(C)Nc1c(-c2cccs2)nc2ccccn12 | 10 | 56
O=C(Nc1ccccc1)N1CCCN(c2ccc(C(F)(F)F)cn2)CC1 | -1 | 4
COc1ccccc1/C=C/[C@@H]1C[C@H]2CN(Cc3cccc(Cl)c3)C(=O)[C@]23CCCN13 | -12 | 7
CNCC(=O)N1CCN(c2ncc(C(F)(F)F)cc2Cl)CC1 | -1 | 5
C/C(=N/NC(=O)CNC(=O)C(c1ccccc1)c1ccccc1)c1ccco1 | -14 | 0
CC(NC(=O)c1ccc(-c2ccccc2)cc1)C(c1ccccc1)N1CCOCC1 (stereo not given) | -11 | 7
COc1cc(NC(=O)C2(C)CCCN2C(=O)C(C)C)cc(OC)c1OC (stereo not given) | -5 | 22
C=CCN1C(=O)C(Cc2ccc(SC(F)F)cc2)SC1=Nc1ccc(C(=O)O)cc1 (stereo not given) | -1 | 0
CN(C)CCN(C(=O)c1ccc(S(=O)(=O)N(C)c2ccccc2)cc1)c1nc2cc3c(cc2s1)OCCO3 | 8 | 4
COc1ccc(OCCOC(=O)c2ccc(-n3cnnn3)cc2)cc1 | 9 | -6
O=C(Oc1ccccc1)c1ccccc1 | -7 | 3
Cc1nn(C)c(C)c1CN(C(=O)CCc1nnc(Cc2c[nH]c3ccccc23)o1)C(C)C | 19 | -18
Cc1csc(C2=C(O)CN(c3ccc4c(c3)OCCOCCOCCOCCO4)C2=N)n1 | 9 | -7
O=C(N/N=C\c1ccc(OC(=O)c2ccco2)cc1)c1ccc(Cl)cc1 | 2 | 11

Compound activity from PubChem.
